Assay outcomes deposited in PubChem BioAssay by several laboratories.
Neddyl block: inhibitors of human cullin neddylation | P61081+Q13564 | TR-FRET cullin neddylation, biochemical | calls only at 25 µM | 360,000 tested, 0.58% active | AID 651699; in the data active = inhibition above about 36%
SKN-1 block: blocks SKN-1 activity in C. elegans | AID 624304 | inhibition, % at 21.8 µM | C. elegans VP596 Pgst-4::GFP/RFP ratio, acrylamide-induced, 24 h | 360,000 tested, 0.49% active;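 active = interference check ratio from 0.5 to 1.5 plus GFP to RFP signal ratio inhibition reaching or exceeding a fixed threshold, cut at about 30% in these data, passing the limit was not always enough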; also: some compounds called inactive have numbers as strong as hits
DNMT1 block: blocks human DNA methyltransferase DNMT1; P26358; DNMT1 molecular beacon, Hinp1I cleavage, fluorescence; inhibition (reported as % activation of signal), % at 10 µM; 360,000 tested, 0.83% active; in the data active = inhibition above about 50%
SUMO1 PPI mod: SUMO1-SIM interaction modulation; P63165; 360,000 tested, 0.33% active; AID 602429; SUMO1 binding to a labelled peptide, TR-FRET, 1 h; inhibition, % at 20 µM; in the data active = inhibition above about 37%
STEP inh: inhibitors of human striatal-enriched phosphatase STEP. P54829. recombinant STEP, OMFP fluorogenic substrate, fluorescence. inhibition, % at 20 µM. 360,000 tested, 0.25% active;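 active = inhibition at 20 µM, scaled per plate between control wells, above about 37%, limit read from the data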;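 also: 0% = DMSO with enzyme and substrate and 100% = substrate only without enzyme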
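Material: STEP (striatal-enriched tyrosine phosphatase) enzyme, cell-free; Compound dosing: 20 µM single dose in 1% DMSO; Technique: fluorescence read at 480 nm ex / 540 nm em; Times: reaction 20 min, ambient temperature; Medium: 50 mM Bis-Tris pH 6.0 with 2.5 mM DTT and 0.005% Tween 20; Also added: OMFP at 25 µM.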
TbMetRS inhib: Trypanosoma brucei MetRS inhibition. purified T. brucei MetRS, ATP depletion, Kinase-Glo luminescence. inhibition, % at 11.9 µM. 360,000 tested, 0.4% active. AID 624268;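 active = inhibition above a per-plate cutoff of the control wells' mean inhibition plus 3 SD, cut at about 5.5% in these data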;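 also: 0% = DMSO wells median and 100% = median of wells with control inhibitor compound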
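technique = Kinase-Glo luminescence, ATP depletion format | system = purified MetRS (methionyl-tRNA synthetase) enzyme from Trypanosoma brucei | timing = 15 min preincubation, 2 h reaction, all 25 °C | evaluation = percent inhibition versus plate control medians | dosing = single dose, 11.9 µM final nominal, 0.9% final DMSO | also added = substrates ATP, L-methionine and bulk Escherichia coli tRNA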
Scp1 inh: inhibitors of human Scp-1 phosphatase | inhibition, % at 20 µM | Recombinant Scp1, phosphopeptide, malachite green phosphate absorbance | 340,000 tested, 0.88% active | AID 493091 | Q9GZU7;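 active = inhibition above about 50% at 20 µM, limit read from the data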;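 also: plate controls were DMSO wells with enzyme for no effect and wells lacking enzyme for full effect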
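Material – SCP-1 phosphatase catalytic domain, residues 76-261 · Buffer or medium – Acidic Tris acetate buffer with magnesium and detergent · Also added – Phospho 17-mer peptide substrate · Compound – single 20 µM dose, 1% DMSO · Times – 45 min room-temperature reaction, 5 min colour, 30 min stabiliser · Technique – Phosphate-binding colour reagent, absorbance read at 630 nm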
NadD inh: inhibitors of Staphylococcus aureus NadD; purified NadD enzyme, colorimetric absorbance read-out; inhibition, % at 20 µM; 360,000 tested, 0.78% active; in the data active = inhibition above about 26%; also: some compounds past the cut are filed as inactive
LMPTP block: blocks human LMPTP phosphatase; recombinant LMPTP-A, OMFP fluorogenic substrate, fluorescence intensity; inhibition, % at 20 µM; 360,000 tested, 0.22% active; AID 651560;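 active = compounds that cut the enzyme signal by at least half of the control window in the single-dose screen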;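 also: plate controls were DMSO wells with enzyme plus substrate for no effect and substrate without enzyme for full effect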
Target sequence (P24666 whole entry, looked up): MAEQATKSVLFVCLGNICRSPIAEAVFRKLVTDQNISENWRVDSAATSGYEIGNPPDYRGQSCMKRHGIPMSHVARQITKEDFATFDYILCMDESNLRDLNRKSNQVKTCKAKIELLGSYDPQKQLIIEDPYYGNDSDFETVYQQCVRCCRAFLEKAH
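Material: LMPTP-A; amount: 0.625 nM enzyme; doses: single 20 µM dose; times: reaction 50 min, room temperature, dark; technique: fluorescence intensity of OMFP turnover product; benchmarks: no-enzyme and uninhibited controls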
CendR NRP1 mod: alters CendR peptide binding to human NRP-1; O14786; FAM-RPARPAR peptide binding to NRP-1, fluorescence polarization; inhibition, % at 25 µM; 360,000 tested, 0.85% active; AID 602438;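 active = inhibition or corrected inhibition above about 18%, plus a signal ratio from 0.5 to 1.5, limit read from the data, passing the limit was not always enough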; also: strong numbers were not always called active
Target sequence (O14786 whole entry, looked up): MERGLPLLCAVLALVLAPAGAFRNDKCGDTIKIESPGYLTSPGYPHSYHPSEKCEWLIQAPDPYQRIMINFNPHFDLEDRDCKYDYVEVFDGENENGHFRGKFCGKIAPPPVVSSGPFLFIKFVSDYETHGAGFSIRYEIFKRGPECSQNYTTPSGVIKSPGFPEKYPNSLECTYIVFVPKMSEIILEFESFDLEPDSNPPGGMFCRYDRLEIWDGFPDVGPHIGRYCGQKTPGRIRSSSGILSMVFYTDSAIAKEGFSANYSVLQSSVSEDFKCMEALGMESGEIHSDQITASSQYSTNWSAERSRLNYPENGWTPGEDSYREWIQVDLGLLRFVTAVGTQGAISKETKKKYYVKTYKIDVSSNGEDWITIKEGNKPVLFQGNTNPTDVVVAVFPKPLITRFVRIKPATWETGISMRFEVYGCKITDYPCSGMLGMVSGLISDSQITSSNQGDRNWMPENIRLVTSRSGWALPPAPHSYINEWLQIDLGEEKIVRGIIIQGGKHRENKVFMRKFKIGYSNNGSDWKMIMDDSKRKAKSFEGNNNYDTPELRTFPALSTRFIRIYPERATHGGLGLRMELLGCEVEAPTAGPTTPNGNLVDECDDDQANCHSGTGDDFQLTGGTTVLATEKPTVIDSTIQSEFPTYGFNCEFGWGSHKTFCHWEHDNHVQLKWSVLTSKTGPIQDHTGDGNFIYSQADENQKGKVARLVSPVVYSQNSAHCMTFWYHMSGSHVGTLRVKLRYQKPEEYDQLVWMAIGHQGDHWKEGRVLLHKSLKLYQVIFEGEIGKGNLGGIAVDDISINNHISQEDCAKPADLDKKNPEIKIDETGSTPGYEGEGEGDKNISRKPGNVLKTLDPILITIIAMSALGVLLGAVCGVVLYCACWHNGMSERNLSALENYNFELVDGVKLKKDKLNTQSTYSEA
Starred values were filed as active, the others as inactive; i = inactive; . = not tested or not shown; + = active, no number.

SMILES	Neddyl block	SKN-1 block	DNMT1 block	SUMO1 PPI mod	STEP inh	TbMetRS inhib	Scp1 inh	NadD inh	LMPTP block	CendR NRP1 mod
COc1nc(N(C)C)nc(N(C#N)S(=O)(=O)c2ccc(C)cc2)n1	i	1	-1	6	-1	-0.4	8	-3	-0.6	12
CN(Cc1ccccc1)C(=O)c1ccc(NC(=O)Cc2ccc(NC(=O)C3CCCN(C(=O)C4CCC4)C3)cc2)cc1 (centres undefined)	i	10	-1	1	-2	-1.3	-20	4	-1.0	0
O=C(CN1CCN(CC(=O)c2ccc(F)cc2)CC1)Nc1ccccc1Cl	i	-14	-8	-1	-5	-0.5	-2	5	-1.6	-5
Cc1cnc(C(=O)OCC(=O)Nc2cccc(S(=O)(=O)N3CCCCC3)c2)cn1	i	6	-9	0	-1	0.8	-2	5	-2.2	1
O=C(O)/C(=C\c1ccccc1)c1ccc2ccccc2c1	i	-25	-1	-4	-1	-0.2	-11	-1	-2.2	21*
CCCCNC(=O)C1(C)CCN1C(=O)c1ccc2ccccc2n1 (centres undefined)	i	13	-1	-1	-2	-0.1	.	2	0.3	4
COc1ccc(N(C(=O)c2snc(C(N)=O)c2N)C(C(=O)NC2CCCCC2)c2ccc(C)o2)c(OC)c1 (centres undefined)	i	5	-2	-10	1	-0.2	-8	1	0.5	14
CC(=O)c1cn(CCCCCCCn2cc(C(C)=O)c(=O)[nH]c2=O)c(=O)[nH]c1=O	i	8	0	5	-2	-0.4	1	3	-0.9	4
CCOC(=O)CSc1nnc(Cc2ccccc2)n1CC1CCCO1 (centres undefined)	i	-11	3	1	-2	-0.4	-2	-7	-3.2	-1
NC(=O)C1CCN(C(=O)Nc2csc3ccccc23)CC1	i	-1	2	-3	2	-0.1	-11	-5	-2.3	0
CCOC(=O)c1ccc(S(=O)(=O)N2CCC(N3CCCCC3)CC2)cc1	i	3	0	-1	1	0.2	-7	4	-0.4	7
Cc1nc(CCNC(=O)Cc2ccccc2)cs1	i	5	-1	-2	0	-0.4	0	-6	-0.3	6
Cc1cc(-c2ccco2)n(-c2ccccc2)n1	i	0	-22	4	-1	0.1	-2	3	-0.6	-20
COc1cc2c(cc1OC)C(c1ccc(N(C)C)cc1)CC(=O)N2 (centres undefined)	i	-1	-4	1	-3	-0.2	0	2	-2.2	-1
CCCCSc1nnc(-c2ccc(C)cc2)c2ccccc12	i	2	8	-2	0	0.1	11	9	3.2	-7
CN(CC(=O)Nc1ccccc1C(F)(F)F)C(=O)COc1ccccc1Cc1ccccc1	i	-1	-1	0	-3	-0.5	-8	-9	0.5	12
O=C(NCC(=O)N1CCCCCCC1)c1ccc(Br)o1	i	-12	1	-17	0	-0.5	-8	3	-10	12
Cc1ccc(NC2=NCC(Cc3ccc(Br)cc3)S2)cc1 (centres undefined)	i	-1	-8	2	5	0.0	2	1	4.9	-3
COc1ccc(Cc2nc3ccc(C(=O)NCC(C)(C)OC)cc3o2)cc1	i	-3	1	-3	0	0.5	-10	-11	-0.9	3
COc1ccc(-c2ccc3c(c2)S(=O)(=O)c2cccc(C(=O)NC4CCCCC4)c2C3=O)cc1OC	i	-9	0	2	-2	0.2	12	3	-0.8	-47
NC(=O)c1c(NC(=O)c2ccccc2C(=O)O)sc2c1CCCC2	i	14	0	4	4	-0.7	-12	-2	-1.4	0
COc1ccccc1C(=O)N/C(=C\c1ccc(Br)cc1)C(=O)NCC(=O)O	i	0	3	-5	-1	-0.2	3	-2	0.2	12
CC(C)(C)c1ccc(C(=O)c2c[nH]c(C(=O)NCCCn3ccnc3)c2)cc1	i	14	-6	-3	-3	-0.6	-7	19	-3.7	-7
Cc1cc(-c2nnc(CCC(=O)NC(C)c3ccccc3Cl)o2)no1 (centres undefined)	i	2	0	3	3	-0.7	-5	5	-1.2	-7
O=C(CSc1ncccn1)N1CCN(C(=O)CSc2ncccn2)CC1	i	2	-1	-5	-3	0.1	-8	-5	-1.4	15
CCCCOC(=O)C1=C(C)Nc2ncnn2C1c1ccc(OCC)c(OC)c1 (centres undefined)	i	16	1	3	4	0.1	-4	2	-3.0	1
Cc1cc(C)cc(N(CCC#N)C(=O)CSc2ncnc3sccc23)c1	i	-21	-2	2	1	-0.4	5	-2	-0.4	-2
O=C(CCC1CCN(C(=O)C2CC=CCC2)CC1)Nc1ccccc1 (centres undefined)	i	0	6	5	-4	-0.1	.	0	-1.3	-6
CN1CCN(C(=O)c2ccc3c(=O)n(Cc4ccc(Cl)cc4)c(=S)[nH]c3c2)CC1	i	4	-2	-1	6	-0.8	-3	4	-8.6	-10
COc1ccccc1CNC(=O)CCN1C(=O)COc2ccccc21	i	3	1	5	-3	0.5	-3	-1	-1.3	6

Full records from above.
Cc1cc(-c2nnc(CCC(=O)NC(C)c3ccccc3Cl)o2)no1 (centres undefined) in the list: Neddyl block: i; SKN-1 block: 2; DNMT1 block: 0; SUMO1 PPI mod: 3; STEP inh: 3; TbMetRS inhib: -0.7; Scp1 inh: -5; NadD inh: 5; LMPTP block: -1.2; CendR NRP1 mod: -7
Cc1cc(C)cc(N(CCC#N)C(=O)CSc2ncnc3sccc23)c1 in the list: Neddyl block: i; SKN-1 block: -21; DNMT1 block: -2; SUMO1 PPI mod: 2; STEP inh: 1; TbMetRS inhib: -0.4; Scp1 inh: 5; NadD inh: -2; LMPTP block: -0.4; CendR NRP1 mod: -2

More structures follow.
SMILES	Neddyl block	SKN-1 block	DNMT1 block	SUMO1 PPI mod	STEP inh	TbMetRS inhib	Scp1 inh	NadD inh	LMPTP block	CendR NRP1 mod
Cc1nn(C)cc1C(=O)/C=C/c1ccc([N+](=O)[O-])cc1	i	0	3	-17	1	-1.2	-1	1	1.2	8
N#CC1=C(N)Oc2n[nH]c(CSc3ccccc3)c2C12C(=O)Nc1ccccc12 (centres undefined)	i	13	-5	2	-1	-0.5	-10	4	-0.5	7
O=C(NNC(=O)c1cccc(C(F)(F)F)c1)c1ccncc1	i	-11	3	3	0	-0.5	-6	3	-3.3	4
COC(=O)c1ccc(Cl)c(NC(=O)CN2CCN(Cc3ccccc3)CC2)c1	i	19	-3	3	-2	-1.1	-2	-6	-2.1	-4
COc1ccccc1NS(=O)(=O)c1cccc(C(=O)N/N=C/c2ccc(N3CCOCC3)cc2)c1	+	10	-8	-11	2	-0.9	-4	8	1.2	0
O=C(Oc1ccccc1)c1ccccc1OS(=O)(=O)c1ccccc1	i	11	-1	-4	-1	-0.6	-16	-4	3.2	8
CC(=O)C(Cc1ccccc1)NC(=O)COC(=O)c1cccc(C)c1[N+](=O)[O-] (centres undefined)	i	7	-7	-2	2	-0.3	-8	-2	0.5	11
COc1ccc2oc(C(=O)OCC(=O)N3CCN(c4ccccc4)CC3)c(C)c2c1	i	25	-5	-5	4	-0.5	1	-2	1.7	7
CCN(CC(=O)Nc1ccc(Br)cc1)C(=O)Cc1cccc(F)c1	i	-2	0	3	-2	4.6	4	-2	2.0	7
CCCNC(=O)C1(C)CCCN(C(=O)c2ccc3sccc3c2)C1 (centres undefined)	i	15	-2	0	0	-0.4	.	-1	-0.5	0
Cc1c(NC(=S)NC(=O)C2CCCCC2)c(=O)n(-c2ccccc2)n1C	i	3	3	-1	-2	-0.1	-5	3	-2.4	-6
Cc1cc(C)c2sc(NC(=O)c3ccc([N+](=O)[O-])o3)nc2c1	i	21	12	-21	3	0.1	-12	4	1.0	-18
Cc1cc(NC(=O)C2(c3ccccc3)CCCC2)no1	i	16	13	-1	0	0.6	-7	-3	0.8	-1
CC(C)CN(C(=O)c1ccco1)c1nc2ccccc2s1	i	16	-2	3	1	-0.5	2	1	0.1	-11
CCC(C)C(NC(=O)OC(C)(C)C)C(=O)NC(C(=O)N1CCCC1C(N)=O)C(C)CC (centres undefined)	i	-14	2	-3	-2	-0.5	7	2	-2.4	13
CC(Sc1nc2ccccc2c(=O)n1CC1CCCO1)C(=O)N(C)Cc1ccccc1 (centres undefined)	i	13	1	2	0	-0.2	-1	-2	0.8	-9
CCOC(=O)c1c(C)nc2c(c1-c1ccccc1)C(=O)CC(C)(C)C2	i	-10	2	-1	-1	-0.5	0	-4	-3.1	-12
O=C(CSC(=S)N1CCCC1)N/N=C/c1c(O)[nH]c(=S)[nH]c1=O	i	-20	3	-8	-3	-0.1	-8	5	-1.8	-35
COc1ccc(CN(C)C(=S)Nc2ccc(Cl)cc2)cc1	i	-8	3	0	-2	-1.1	11	-3	2.3	7
CCOC(=O)c1cnc(SCC(=O)Nc2cc(C(F)(F)F)ccc2N2CCOCC2)nc1N	i	-23	2	1	-3	-0.3	0	-1	-1.7	2
O=C(COc1ccc([N+](=O)[O-])cc1)Nc1nnc(-c2cccnc2)s1	i	0	20	4	66*	0.5	75*	2	47	-13
CC(=O)N1CCOc2ccc(S(=O)(=O)N3CCCCC3)cc21	i	-6	1	0	1	-0.3	-1	7	-0.5	-1
COc1cc(Br)cc(Br)c1OCC(=O)N/N=C/c1c(C)n(C)n(-c2ccccc2)c1=O	i	19	1	12	1	-0.2	-5	7	0.7	15
Cc1ccc(C(=O)COC(=O)c2cnccn2)cc1	i	-22	2	-1	1	-1.3	0	-3	-1.2	-2
Cc1ccc(NC(=O)[C@@H](CC(C)C)NC(=O)[C@@H]2Cc3ccccc3CN2)cc1	i	6	-1	10	-1	-0.6	-2	-3	-1.8	9
O=C(Nc1ccc(Cl)cc1)C(c1ccccc1)N(CCO)CCO (centres undefined)	i	37*	-7	-1	1	0.7	-5	4	-0.4	-6
CCOC(=O)c1cnc2ccc(Cl)cc2c1NCCN(C)C	i	-10	5	-2	2	1.2	-10	-5	-5.9	2
CCCC12CN3CC(C)(CN(C1)C3c1ccco1)C2=O (centres undefined)	i	2	2	-2	-1	-0.5	-4	4	-0.9	18
CCCCCC1CC(=O)N(Cc2ccccc2)C(=O)N1 (centres undefined)	i	1	-3	1	0	-0.6	4	-2	-1.2	14
Cc1ccc(N2CN(CCc3ccccc3)CNC2=S)cc1	i	11	-4	1	1	-0.8	-8	-5	-0.9	7
O=C(N/N=C/c1cccs1)C(O)c1ccccc1 (centres undefined)	i	-1	0	-6	1	-0.5	-2	-1	0.2	-6
CCOC(=O)c1sc(NC(=O)Cc2ccc(F)cc2)nc1C	i	-2	-6	-2	0	-0.4	-9	-6	-1.3	-11
[O-]/[N+](=C\c1cccc(Br)c1)c1ccccc1	i	15	-10	-1	-5	-0.7	-5	-3	-1.4	-10
